Bioassay records as filed in PubChem BioAssay.
AHR act: AHR activators, primary screen, cell-based, luminescence, luciferase reporter, human; AHR-responsive luciferase reporter cells; hit rate 2.5% among 320,000; activation, % at 5 µM; Aryl hydrocarbon receptor (Homo sapiens), P35869; in the data active means activation above about 47%;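 further: 0% = vehicle wells and 100% = reference agonist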
Fh CTSL1 inh: Fasciola hepatica cathepsin L1 inhibitors, primary screen, counter-screen for PFM18AAP inhibitor project, biochemical, QFRET, fluorogenic peptide substrate; hit rate 0.49% among 300,000; AID 1906, 2009; inhibition, % at 5.96 µM; recombinant F. hepatica cathepsin L1, Z-Leu-Arg-MCA fluorescence;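 active means inhibition above the mean of all tested compounds plus 3 SD, set per screening campaign, cut at about 17% in these data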;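 further: 0% = plate median of test compound wells and 100% = 1 µM Z-Phe-Ala-diazomethylketone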
PAFAH2 FP inh: PAFAH2 enzyme inhibitors, primary screen, biochemical, fluorescence polarization, human; recombinant PAFAH2, FP-rhodamine activity probe; Platelet-activating factor acetylhydrolase 2, cytoplasmic (Homo sapiens), Q99487; inhibition, % at 3.39 µM; hit rate 0.99% among 340,000;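 active means inhibition above the mean over all tested compounds plus 3 SD, cut at about 30% in these data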;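 further: inhibitors block probe labeling of enzyme so polarization drops; 0% = enzyme with DMSO and 100% = wells lacking PAFAH2 protein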
proCasp3 act: activators of human procaspase-3 D3A mutant, primary screen, biochemical, absorbance, PC-3 D3A mutant, single concentration; Caspase-3 (Homo sapiens), P42574; recombinant procaspase-3 D3A, Ac-DEVD-pNA absorbance 405 nm; activation, % at 8.5 µM; hit rate 0.11% among 330,000; AID 463141, 2010;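 active means activation above the mean of all tested compounds plus 3 SD, cut at about 21% in these data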;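 further: 0% = DMSO alone and 100% = DMSO wells spiked with extra 5 µM PC-3 D3A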
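Assay system: Autoprocessing-dead procaspase-3 D3A mutant enzyme; also added: Ac-DEVD-pNA; doses: one concentration, 8.5 µM nominal, 0.8% DMSO; times: 1 h compound preincubation, 2 h substrate hydrolysis at 25 °C; technique: 405 nm absorbance of p-nitroaniline, reads at 0 and 120 min; measure: % activation between DMSO and enzyme-spiked controls; repeats: single replicate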
PP5 primary: PP5 phosphatase inhibitors, primary screen, biochemical, fluorescence; Serine/threonine-protein phosphatase 5 (Homo sapiens), P53041; purified PP5c, OMFP substrate fluorescence; inhibition, % at 6.7 µM; hit rate 0.18% among 320,000;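 active means inhibition above the campaign's mean inhibition across all tested compounds plus 3 SD, cut at about 9.5% in these data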;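 further: 0% = DMSO only and 100% = 100 µM cantharidin control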
Target sequence (P53041 whole entry, looked up): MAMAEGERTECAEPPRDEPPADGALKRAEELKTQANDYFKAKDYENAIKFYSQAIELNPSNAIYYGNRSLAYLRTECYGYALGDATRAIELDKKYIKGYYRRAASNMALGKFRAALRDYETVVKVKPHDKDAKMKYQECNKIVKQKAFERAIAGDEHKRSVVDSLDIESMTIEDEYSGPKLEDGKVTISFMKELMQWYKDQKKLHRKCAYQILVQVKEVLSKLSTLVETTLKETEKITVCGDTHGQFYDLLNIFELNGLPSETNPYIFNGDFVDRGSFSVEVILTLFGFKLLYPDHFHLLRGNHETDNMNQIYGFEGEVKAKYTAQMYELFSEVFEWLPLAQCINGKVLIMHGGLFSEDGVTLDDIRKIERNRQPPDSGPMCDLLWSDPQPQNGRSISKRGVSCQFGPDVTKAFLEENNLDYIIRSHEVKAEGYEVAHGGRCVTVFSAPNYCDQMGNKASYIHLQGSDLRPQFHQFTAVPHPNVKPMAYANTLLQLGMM
core dimer inh: inhibitors of HCV core protein dimerization, primary screen, biochemical, TR-FRET, high-throughput | hit rate 0.33% among 300,000 | inhibition, % at 5 µM | AID 1899, 2009 | TR-FRET GST/Flag-core106 dimerization, 1536-well;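 active means inhibition above the mean of all tested compounds plus 3 SD, set per screening campaign, cut at about 45% in these data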
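Assay system: tagged HCV core106 pair (GST and Flag); medium: KF-containing HEPES buffer, pH 7.45, DTT, CHAPS, BSA; also added: Eu donor and XL665 acceptor anti-tag antibodies; dosing: 5 µM single dose; timing: compound-protein-antibody incubation 4 h at 22.5 °C; signal: TR-FRET 671 and 617 nm emission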
proCasp7 act: procaspase-7 activators, primary screen, counter-screen for procaspase-3 activator project, biochemical, absorbance, HTS, human. hit rate 0.093% among 330,000. recombinant procaspase-7, Ac-DEVD-pNA absorbance 405 nm; D23A/D198A/D206A triple mutant, cannot self-cleave; scale: DMSO 0, 5 µM enzyme 100. activation, % at 8.5 µM. AID 463210, 2010;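 active means percent activation above the screen-wide mean plus 3 SD, cut at about 25% in these data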
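Test system: Procaspase-7 triple mutant (PC-7 D3A). Also added: Ac-DEVD-pNA substrate, 400 µM as added. Schedule: 1 h enzyme–compound preincubation and 2 h substrate reaction, both 25 °C. Signal: p-Nitroaniline absorbance at 405 nm, read at 0 and 120 min. Control set: low DMSO alone, high DMSO plus 5 µM PC-7.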
TPT1 inh: Candida albicans TPT1 enzyme inhibitors, primary screen, biochemical, fluorescence polarization; tRNA 2'-phosphotransferase TPT1 (Candida albicans SC5314); recombinant caTPT1, FP RNA substrate dephosphorylation; inhibition, % at 5 µM; hit rate 0.81% among 300,000; AID 1962, 2009;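 active means inhibition above the mean of all tested compounds plus 3 SD, set per screening campaign, cut at about 24% in these data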;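 further: plate controls were DMSO alone for no effect and ferristatin control at 100 nM for full effect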
PP1 counter: PP1-alpha phosphatase inhibitors, primary screen, counter-screen for PP5 inhibitor project, biochemical, fluorescence, OMFP substrate, single point | Serine/threonine-protein phosphatase PP1-alpha catalytic subunit (Homo sapiens), P62136 | purified PP1alpha | inhibition, % at 6.7 µM | hit rate 0.9% among 320,000 | AID 2235, 2010;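 active means inhibition above the mean inhibition of all tested compounds plus 3 SD, computed separately for each screening campaign, cut at about 15% in these data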
Target sequence (P62136 whole entry, looked up): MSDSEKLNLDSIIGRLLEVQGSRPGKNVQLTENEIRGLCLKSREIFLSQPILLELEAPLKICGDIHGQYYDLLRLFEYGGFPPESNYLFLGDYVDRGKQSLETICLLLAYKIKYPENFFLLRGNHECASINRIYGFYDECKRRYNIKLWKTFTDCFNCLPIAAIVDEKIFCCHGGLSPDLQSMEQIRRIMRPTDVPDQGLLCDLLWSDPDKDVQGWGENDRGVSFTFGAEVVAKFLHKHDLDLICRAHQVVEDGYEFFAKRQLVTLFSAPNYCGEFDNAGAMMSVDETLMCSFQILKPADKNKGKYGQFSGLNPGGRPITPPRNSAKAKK
Starred values were filed as active, the others as inactive; . = not tested or not shown.

SMILES	AHR act	Fh CTSL1 inh	PAFAH2 FP inh	proCasp3 act	PP5 primary	core dimer inh	proCasp7 act	TPT1 inh	PP1 counter
COc1cc(C(=O)NCc2nnc(SCC(=O)Nc3cc(C)cc(C)c3)o2)cc(OC)c1OC	2	1	2	8	1.5	4	12	-5	1
CC(=O)C(Cc1ccc(Cl)nc1)(Cc1ccc(Cl)nc1)C(C)=O	-1	-1	-7	5	1.8	0	9	2	-7
COc1ccc(C2=NS(=O)(=O)N(C)C(C(=O)N3CCN(C)CC3)=C2)cc1	10	6	-7	-3	-0.8	-6	13	-2	0
Fc1ccc(NC(=S)Nc2cccnc2)cc1Cl	19	-4	-4	-14	-1.0	-2	-18	3	0
CC(C)(C)C(=O)Nc1ccc2c(c1)OCCOCCOc1cc(NC(=O)C(C)(C)C)ccc1OCCOCCO2	-2	-5	3	-2	0.9	8	-3	-2	-4
CCN1C(=O)CC(N2CCN(c3ccc(C(=O)c4ccncc4)cc3)CC2)C1=O (configuration not stated)	0	1	-11	9	2.4	0	-9	0	-4
COC(=O)c1sccc1NC(=O)CSc1ccc(Cl)cc1	3	1	-6	6	2.6	4	11	-2	4
COc1ccc(-c2nnc(CSc3nnc(-c4ccncc4)n3C3CCCCC3)o2)cc1OC	1	-2	1	-6	-2.3	1	11	-2	-2
COC(=O)c1ccccc1NC(=O)C1COc2ccccc2O1 (configuration not stated)	1	2	1	1	0.9	4	9	-9	2
Cc1cc(C(=O)O)cc(S(=O)(=O)NNC(=O)c2cccs2)c1C	1	-4	-5	4	-0.6	-1	5	-1	0
Cc1cccc(Cn2c(N(C)CCO)nc3c2c(=O)[nH]c(=O)n3C)c1	0	3	-3	-2	0.5	-6	-10	-2	-3
CCN(Cc1cnn(C)c1)Cc1nc(Cc2ccccc2Cl)no1	6	2	-3	3	-0.2	0	-2	4	-3
COc1ccc(S(=O)(=O)NC2CCCCC2)cc1C(=O)N1CCCCC1	-1	-1	-2	6	0.1	-2	5	-1	1
COc1ccc(CCN2CC(C(=O)N3CCCCCC3)CCC2=O)cc1 (configuration not stated)	-1	4	3	-5	2.2	9	5	0	0
Cc1cc(C)n(S(=O)(=O)c2ccc(F)cc2)n1	-1	-2	-6	6	0.5	3	-4	-2	3
COc1cccc(Nc2nc(=O)[nH]nc2C)c1	4	1	-2	-3	1.6	1	1	-3	-3
CCOC(=O)/C(C#N)=C\c1cc(C)n(-c2ccccc2)c1C	5	-3	13	-1	3.3	-2	9	1	5
Cn1cccc1/C=N/NC(=O)c1cccc(OC(F)(F)C(F)F)c1	1	1	3	-8	4.3	-5	0	1	-5
CCC(=O)Nc1cccc(Oc2nc(C)cc(C)c2C#N)c1	5	3	1	5	-0.2	-1	1	1	-2
COc1ccccc1NC(=O)CSc1nnc(CNC(=O)COc2ccc(Cl)cc2)o1	2	-4	1	-8	1.0	3	7	3	-3
O=C(CSc1nnc(-c2cccs2)n1-c1cccc(Cl)c1)c1cccc2c1OCCO2	0	1	3	3	2.3	8	0	-2	3
Cc1ccc(OCc2ccc(C(=O)N3CCCC3)o2)c([N+](=O)[O-])c1	8	-3	8	8	0.8	10	-4	1	1
Cc1ccc(O)c(N=Nc2ccccc2)n1	2	0	7	-4	1.7	-4	-17	-4	1
Cc1nn(S(=O)(=O)c2ccccc2)c(C)c1S(=O)(=O)N1CCC(C)CC1	2	-2	-2	17	0.0	-11	5	-2	1
CC1CCN(CCC(=O)N2CCCc3c2c(=O)oc2ccc(O)cc32)CC1	-1	4	-2	6	0.1	-7	0	-1	0

3 compounds already listed, sorted by formula weight, ascending.
SMILES	AHR act	Fh CTSL1 inh	PAFAH2 FP inh	proCasp3 act	PP5 primary	core dimer inh	proCasp7 act	TPT1 inh	PP1 counter
COC(=O)c1ccccc1NC(=O)C1COc2ccccc2O1 (configuration not stated)	1	2	1	1	0.9	4	9	-9	2
COc1ccc(-c2nnc(CSc3nnc(-c4ccncc4)n3C3CCCCC3)o2)cc1OC	1	-2	1	-6	-2.3	1	11	-2	-2
CC(C)(C)C(=O)Nc1ccc2c(c1)OCCOCCOc1cc(NC(=O)C(C)(C)C)ccc1OCCOCCO2	-2	-5	3	-2	0.9	8	-3	-2	-4

Single records, as listed above. Order of values: AHR act	Fh CTSL1 inh	PAFAH2 FP inh	proCasp3 act	PP5 primary	core dimer inh	proCasp7 act	TPT1 inh	PP1 counter
COc1cc(C(=O)NCc2nnc(SCC(=O)Nc3cc(C)cc(C)c3)o2)cc(OC)c1OC as listed: 2	1	2	8	1.5	4	12	-5	1
Cc1cccc(Cn2c(N(C)CCO)nc3c2c(=O)[nH]c(=O)n3C)c1 as listed: 0	3	-3	-2	0.5	-6	-10	-2	-3
Fc1ccc(NC(=S)Nc2cccnc2)cc1Cl as listed: 19	-4	-4	-14	-1.0	-2	-18	3	0
COc1ccc(CCN2CC(C(=O)N3CCCCCC3)CCC2=O)cc1 (configuration not stated) as listed: -1	4	3	-5	2.2	9	5	0	0
CC(C)(C)C(=O)Nc1ccc2c(c1)OCCOCCOc1cc(NC(=O)C(C)(C)C)ccc1OCCOCCO2 as listed: -2	-5	3	-2	0.9	8	-3	-2	-4

Other results:
SMILES	AHR act	Fh CTSL1 inh	PAFAH2 FP inh	proCasp3 act	PP5 primary	core dimer inh	proCasp7 act	TPT1 inh	PP1 counter
Clc1ccc(-c2nnc(-c3cccnc3)o2)cc1	-7	0	1	-5	-0.7	-5	3	-3	0
O=C(O)c1ccc(-n2nnnc2SCc2cccc(Br)c2)cc1	2	-2	3	-8	-1.4	-1	-3	-5	-2
Cc1cc(C(=O)N2CCCC(N3CCN(c4ccccc4C)CC3)C2)nc(C)n1 (configuration not stated)	1	-2	21	6	3.5	-16	7	-3	1
COc1ccc(NC(=O)CN(C)C(=O)CCCc2nc3ccccc3c(=O)[nH]2)cc1	-1	2	5	6	-0.7	-3	3	4	-5
Cc1cc(-c2cccs2)nc(-n2cccc2)n1	24	-1	-3	-3	4.0	-10	12	0	1
O=C1CCCC2=C1C(c1cccc(O)c1)c1c(ccc3ncccc13)N2 (configuration not stated)	22	-1	7	-1	0.2	1	2	0	-4
C/C=C/C(=O)Nc1nnc(C2CCCCC2)s1	1	-1	3	3	-0.6	-4	6	1	-4
Cc1ccc(SCC(=O)OCC(=O)N(CCC#N)c2ccccc2)cc1	2	.	5	-1	2.8	.	-3	.	5
Cc1ccc2[nH]c(-c3ccccc3)c(CN3CCOCC3)c(=O)c2c1	9	-1	-4	-5	-0.4	3	2	-4	12
COc1ccc(Cn2nnnc2CN2CCC(O)(c3ccc(F)cc3)CC2)cc1	1	4	-2	-1	-0.1	2	6	2	-3
Cn1c(=O)c2c(O)cc(=O)n(-c3ccccc3)c2n(C)c1=O	2	-1	4	-8	-1.4	-1	10	-6	-1
CCCCCCCSc1nsc(N)n1	2	5	-10	4	5.9	3	10	-4	4
Cc1ccc(N(CC(O)Cn2nc(C)cc2C)S(=O)(=O)c2ccc3ccccc3c2)cc1 (configuration not stated)	-2	-3	4	4	3.1	8	-11	0	6
Cc1ccc(S(=O)(=O)N2CCC(C(=O)NCc3ccccc3CN3CCCC3)CC2)cc1C	0	.	-3	-1	-0.8	.	11	.	-1
COc1ccc(NC(=O)CSc2sc3c(O)cc(=O)[nH]c3c2C#N)c(OC)c1	7	-3	23	-4	1.4	12	4	3	13
CC(=O)Nc1ccc(S(=O)(=O)N2CCN(c3cccc(C)c3C)CC2)cc1	0	-4	0	10	3.6	-12	12	-3	1
O=C(Nc1ccc(F)cc1)c1csc(Cc2ccccc2)n1	7	-1	1	-7	2.1	6	7	-2	0
CC(C)CCSc1nc2ccccc2[nH]1	-1	2	5	3	-0.4	0	10	-1	-3
Cc1ccc(C(=O)NNC(=O)COC(=O)COc2ccccc2C#N)cc1	4	.	7	4	1.3	.	-2	.	-3
C/C(=N\NC(=O)c1ccc(-c2ccccc2)cc1)c1ccco1	11	7	-4	0	-0.2	14	-3	-1	1
CC1C(=O)Nc2ccccc2N1C(=O)c1ccc(F)cc1F (configuration not stated)	3	-2	-8	7	-1.8	2	-6	0	-2
O=C(c1c(F)c(F)c(F)c(F)c1F)N1CCN(Cc2ccc3c(c2)OCO3)CC1	0	-3	-2	-1	-0.6	1	15	-3	-2
CCOc1ccc(C(=O)NC(=S)Nc2ccc(NC(=O)c3ccco3)c(C)c2)cc1[N+](=O)[O-]	5	5	7	1	0.6	15	-1	-4	-2
Cc1ccc(S(=O)(=O)c2c(C)nn(-c3ccccc3)c2OC(=O)c2ccco2)cc1	6	-3	-1	2	-0.8	-8	6	-3	-1
FC(F)(F)c1cccc(OCCOCCn2cncn2)c1	6	1	-12	2	-2.0	-2	2	-3	-2
O=C(COc1ccc(Br)cc1Br)NC(=O)NC1CCCC1	0	4	1	8	1.2	0	0	0	1
O=C(c1ccc([N+](=O)[O-])cc1)N(Cc1ccc(Cl)cc1)N1C(=O)CCCC1=O	0	2	-1	-6	2.1	-2	-2	-2	-3
N#Cc1ccc(-c2cn(-c3ccccc3)c3[n+]2CCCS3)cc1	3	-2	4	0	2.0	-4	2	-3	-1

An excerpt of these results, with two lines to a compound.
Values run as follows: AHR act, Fh CTSL1 inh, PAFAH2 FP inh, proCasp3 act, PP5 primary, core dimer inh, proCasp7 act, TPT1 inh, PP1 counter
- Cc1ccc(N(CC(O)Cn2nc(C)cc2C)S(=O)(=O)c2ccc3ccccc3c2)cc1 (configuration not stated)
 : -2, -3, 4, 4, 3.1, 8, -11, 0, 6
- C/C=C/C(=O)Nc1nnc(C2CCCCC2)s1
 : 1, -1, 3, 3, -0.6, -4, 6, 1, -4
- COc1ccc(NC(=O)CN(C)C(=O)CCCc2nc3ccccc3c(=O)[nH]2)cc1
 : -1, 2, 5, 6, -0.7, -3, 3, 4, -5
